PGC1a acetyl inh: PGC1a acetylation modulation, inhibitor mode; actives 0.17% (n = 350,000); inhibition, % at 15.6 µM; AID 651687; U2OS PGC1a acetylation, AlphaScreen anti-acetyl-lysine; with virally co-expressed GCN5 acetyltransferase;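 active = every replicate shows inhibition of at least 40%; inconclusive = mean inhibition at least 40% but some replicate below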;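 note: 0% = neutral control wells and 100% = positive control wells; some results beyond the cut were filed as inactive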
LGR2 antag: inhibitors of bursicon-induced Drosophila LGR2 receptor cAMP signaling. inhibition, % at 9.99 µM. HEK293 LGR2, CRE-luciferase, bursicon-stimulated, 4 h. actives 0.35% (n = 380,000);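 active = drop in luminescence signal, shown as inhibition above about 50% in the replicate tests, limit read from the data, passing the limit was not always enough; inconclusive = probably only some replicates passing the limit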;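 note: agonist challenge used bursicon conditioned medium at about half maximal strength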
CASP6 VEID inh: caspase-6 (human) enzyme inhibition; P55212; purified caspase-6, Z-VEID-R110 cleavage fluorescence; inhibition, % at 12.5 µM; actives 0.53% (n = 350,000); AID 686996;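 active = mean inhibition across replicates at least about 35%, with every replicate also reaching that limit, limit read from the data; inconclusive = only one of the two criteria met; inactive = neither criterion met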;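 note: 0% = median of neutral control wells and 100% = no fluorescence left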
Target sequence (P55212 24-179 limits assumed): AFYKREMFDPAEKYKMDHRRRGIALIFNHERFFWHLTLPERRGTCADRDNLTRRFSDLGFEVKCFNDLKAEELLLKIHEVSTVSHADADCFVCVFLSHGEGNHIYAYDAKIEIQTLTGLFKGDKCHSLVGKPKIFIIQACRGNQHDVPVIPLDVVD
Target sequence (P55212 194-293 limits assumed): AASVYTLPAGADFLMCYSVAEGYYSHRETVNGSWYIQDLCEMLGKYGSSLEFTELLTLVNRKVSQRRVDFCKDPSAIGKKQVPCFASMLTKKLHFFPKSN
PAX8 reporter: inhibitors of PAX8 transcriptional activity in RMG-I cells. inhibition, % at 12.6 µM. RMG-I TPO-luciferase reporter, SteadyGlo, 24 h. AID 652154. actives 1.2% (n = 360,000);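 active = mean replicate inhibition at least 60% with every replicate also reaching 60%; inconclusive = only one of the two criteria is met; inactive = mean below 60% and not all replicates reaching 60%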;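 note: luciferase light reporting Pax8 driven TPO promoter activity; plate controls were median of neutral control wells for no effect and mitoxantrone controls for full effect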
EWS-Fli inh: inhibitors of EWS/Fli oncoprotein transcriptional activity; A673 NR0B1-luciferase reporter, viability-normalised; inhibition, % at 12.6 µM; actives 0.67% (n = 350,000);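 active = mean inhibition of at least 50% after viability correction, with every replicate also passing that limit; inconclusive = mean reaches 50% but only one of two replicates passes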;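 note: firefly luciferase signal divided by Alamar Blue viability fluorescence both relative to DMSO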
FN deposit inh: fibronectin deposition inhibition. actives 0.086% (n = 350,000). AH1F fibroblasts, Alexa488-fibronectin deposition fluorescence, overnight. inhibition, % at 12.6 µM;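 active = mean inhibition across replicates of 30% or more, regardless of how many single replicates reach that level; inconclusive = mean under 30% yet at least half of replicates reach 30%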;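 note: positive control wells lacked labelled fibronectin entirely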
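Assay system: AH1F fibroblasts assembling fluorescent fibronectin matrix; Amount: 10000 AH1F cells per well; Buffer or medium: DMEM, 2% serum; Probe or stimulus: Alexa488-fibronectin, 24 nM final in well; Doses: single compound dose, delivered by pin transfer; Incubation: 1 h adhesion, overnight exposure; Measured by: fluorescence 485/525 nm; Read-out: fibronectin deposition inhibition.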
Cneo AK release: Cryptococcus neoformans lysis via adenylate kinase release. lysis activity, % at 15 µM. C. neoformans lysis, adenylate kinase release luminescence, 4 h; normalised: neutral wells 0, clomiphene wells 100. actives 0.2% (n = 360,000);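 active = mean lysis activity across replicates of at least 80%, whatever share of replicates individually reach that level; inactive = mean lysis activity below 80%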
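Material – Cryptococcus neoformans yeast cells · Quantity – 5 × 10^6 yeast cells/mL · Buffer or medium – YPD medium · Compound – single dose · Timing – 4 h static compound exposure, 37 °C, read 1 h post-reagent · Signal – adenylate kinase release luminescence · Read-out basis – lysis from increased AK signal · Benchmarks – Clomiphene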
miR122 inh: inhibitors of miR-122 in Huh7 cells. activation (reporter increase), % at 12.5 µM. actives 0.3% (n = 340,000). Huh7 miR-122 Renilla luciferase sensor, 48 h; neutral wells = 0, positive control = 100. AID 602342;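 active = mean replicate activation score at least 90 and every replicate individually at or above 90; inconclusive = only one of the two criteria met; inactive = neither criterion met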;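 note: higher luciferase means less miR-122 activity so hits act as miR-122 inhibitors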
Active calls of the source: *; ? = inconclusive; . = no result given; [ ] = remark or other dose.

Each structure is followed by: PGC1a acetyl inh	LGR2 antag	CASP6 VEID inh	PAX8 reporter	EWS-Fli inh	FN deposit inh	Cneo AK release	miR122 inh
> CC1=C(/C=C/C(C)=C/C=C/C(C)=C\C(=O)O)C(C)(C)CCC1
 : 4	-3	.	-6	4	0	2	16
> C[C@H](CO)N1C[C@H](C)[C@H](CN(C)Cc2ccc(Oc3ccccc3)cc2)Oc2ccc(NC(=O)c3ccncc3)cc2CC1=O
 : -7	-11	8	11	21	.	-2	-2[16.7 µM]
> O=C(c1ccc(F)cc1)N1CCCN(c2nc(-c3ccccc3)ns2)CC1
 : 6	-6	-2	8	3	-2	-1	3
> Nc1nc2c(c(=O)[nH]1)CN(Cc1ccccc1)CC2
 : 0	8	3	-4	-2	-3	-1	-10
> COc1cc(/C=N/Nc2ccc(C(=O)O)cc2)cc(OC)c1OC
 : 19	-20	9	-93	-88	0	.	-2
> Cc1cc2cc(CNC(=O)c3ccco3)ccc2n1C
 : .	9	5	.	6	2	-1	.
> O=C(c1cccc(F)c1)N1CC2(C1)[C@H](c1ccccc1)[C@@H](CO)N2C(=O)C1CCCCC1
 : -2	8	-2	1	0	-3	.	.
> Cc1ccc(C(=O)OCC(=O)NC2CCCC(C)C2C)cc1S(=O)(=O)N1CCCCC1 (configuration not stated)
 : 2	-9	2	5	6	6	1	.
> O=C(CSc1ccc(-c2ccccn2)nn1)c1ccc([N+](=O)[O-])cc1
 : 3	-5	-3	-9	-26	-2	.	1
> Cc1ccc2cc3cc(C(=O)NCCCN4CCCCCC4)oc3nc2c1
 : -29	.	.	.	.	-14	0	-5
> Cc1ccc(OCc2occc2C(=O)O)cc1
 : -3	-15	7	-3	8	-3	-2	0
> C[C@@H]1CN([C@@H](C)CO)C(=O)c2cc(NC(=O)CCCN(C)C)ccc2O[C@H]1CN(C)Cc1ccc(C(=O)O)cc1
 : -2	15	3	1	.	.	-3	-1[16.7 µM]
> C[C@@H]1CN([C@H](C)CO)C(=O)Cc2cc(NS(=O)(=O)c3cn(C)cn3)ccc2O[C@@H]1CN(C)C(=O)Nc1cccc2ccccc12
 : 5	0	-2	5	-4	.	-3	7[16.7 µM]
> CCN(CC)CCOC(=O)c1ccc(NC(=O)C(C)NC(=O)C23CC4CC(CC(C4)C2)C3)cc1 (configuration not stated)
 : 1	-9	.	.	.	.	1	-9
> O=C(C[C@@H]1C[C@@H]2c3cc(NC(=O)Nc4ccccc4F)ccc3O[C@@H]2[C@H](CO)O1)NCc1ccncc1
 : 3	-11	-3	2	0	-2	0	-5[16.7 µM]
> O=C(NCc1cccnc1)NC1CC(=O)N(c2ccc3c(c2)OCCO3)C1 (configuration not stated)
 : 2	-1	-1	7	4	-2	4	8
> CC(C)N1CCCC(CNC(=O)CCc2nnc(CCCCc3ccccc3)o2)C1 (configuration not stated)
 : 17	11	-10	-4	8	-10	.	.
> Cc1cc(C)n2c(NCc3ccccc3)c(CC(C)C)nc2n1
 : .	3	0	-12	-1	6	.	.
> CCCC[C@@H]1Cc2[nH][nH]c(=O)c2[C@@H](c2ccc(Cl)cc2)O1
 : .	-17	1	4	-14	-20	.	.
> N#Cc1cccc(NC(=O)COC(=O)c2ccccc2C(=O)c2ccc(Cl)c([N+](=O)[O-])c2)c1
 : ?	-7	.	20	.	9	1	13
> COc1ccccc1-c1ccc([C@@H]2[C@H](CO)N(C(=O)C3CC3)C23CN(C(C)=O)C3)cc1
 : -7	-10	-1	4	-3	.	.	.
> Cc1ccc(S(=O)(=O)Nc2ccc3c(c2)C(=O)N([C@@H](C)CO)C[C@@H](C)[C@@H](CN(C)C(=O)NC2CCCCC2)OCCCC[C@@H](C)O3)cc1
 : -1	26	1	-2	-7	.	-1	-5[16.7 µM]
> COc1cccc(S(=O)(=O)N2CC[C@@H]3[C@@H](CO)Nc4ccc(C#Cc5ccccc5)cc4[C@@H]32)c1
 : 0	13	-1	8	-10	6	4	14[16.7 µM]
> O=[N+]([O-])c1cccc2ccc(/C=C/c3ccc(Cl)cc3)nc12
 : .	.	5	-13	-61	0	.	.
> CCCNC(=O)C[C@H]1CC[C@@H]2[C@@H](COc3ccc(NC(=O)NCCC)cc3C(=O)N2C)O1
 : 0	-9	0	.	-8	1	.	.
> COc1cc2[nH]c3c(=O)n(N)c(=O)[nH]c3c2cc1OC
 : 3	-13	-3	-12	0	-7	1	-13
> Cc1ccc(OCC(=O)N(C)CC(=O)Nc2ccc(Cl)c(C(F)(F)F)c2)c([N+](=O)[O-])n1
 : -11	9	3	17	9	-3	4	-1
> COc1ccc(C2=NOC(Cn3nc(C(=O)NCC4CC4)cc3-c3ccccc3)C2)cc1 (configuration not stated)
 : -6	10	2	16	9	0	1	2
> CC(C)CC1C(=O)N(Cc2cn(CC3CCCCC3)nn2)CCS(=O)(=O)N1Cc1ccc(-c2cccc(CO)c2)cc1 (configuration not stated)
 : -48	48	-1	43	16	-1	2	-7
> COc1ccc(S(=O)(=O)N(C)C[C@H]2OCCCC[C@@H](C)Oc3ccc(NC(=O)CCC(F)(F)F)cc3C(=O)N([C@H](C)CO)C[C@H]2C)cc1
 : -11	5	1	5	6	.	-3	-11[16.7 µM]
> COc1ccc(CCNC(=O)COc2ccc(S(=O)(=O)N3CCOCC3)cc2)cc1OC
 : -9	-8	.	.	.	.	-1	-4
> CCCCC(CC)Cn1c(O)c(/C=C2\C=NN=C2c2ccccc2)sc1=S (configuration not stated)
 : .	38	.	33	.	-2	1	8
> COc1ccc(S(=O)(=O)N(CC(=O)NCC2CCCO2)c2ccc(F)cc2)cc1OC (configuration not stated)
 : -6	.	.	.	.	-10	1	-8
> N#Cc1nc(COc2ccccc2)oc1NCCCn1ccnc1
 : -18	.	-1	-56	.	5	0	-2
> CCN(CC(=O)Nc1c(C(=O)OC)[nH]c2ccccc12)c1ccc2c(c1)OCO2
 : -11	.	.	.	.	-5	31	-14
> Cc1c(Cl)cccc1NC(=O)CNCc1ccccc1F
 : .	29	-4	5	-4	-5	.	.
> C[C@@H]1CN([C@H](C)CO)C(=O)CCCn2cc(nn2)CO[C@@H]1CN(C)S(=O)(=O)c1ccccc1
 : -1	-3	.	3	-30	-12	.	2[16.7 µM]
> N#C[C@@H]1[C@@H](c2ccc(C3=CCCCC3)cc2)[C@H](CO)N1S(=O)(=O)c1cccc(F)c1
 : -9	-4	0	6	-3	0	12	.
> C=C(C)CSc1nc(N)c(C#N)c(-c2ccc(C)cc2)c1C#N
 : 13	-8	-4	.	-5	.	-1	1
> CC1(C(=O)N2CCCCC2)CCN1C(=O)C1(c2ccccc2)CC1 (configuration not stated)
 : .	-7	5	-19	-4	5	-1	-2
> CC1CCN(C(=S)c2cccc([N+](=O)[O-])c2)CC1
 : 12	-18	2	5	3	12	.	.
> CN1C(=O)c2cc(NC(=O)c3ccccc3)ccc2OC[C@H]2O[C@H](CC(=O)NCC3CC3)CC[C@@H]21
 : -7	18	-1	-1	9	.	-4	-7[16.7 µM]
> Cc1ccc(S(=O)(=O)c2cc3c(=O)n4ccccc4nc3n(CC3CCCO3)c2=N)cc1C (configuration not stated)
 : 3	-4	-2	-7	-11	6	0	-4
> COc1cc(Cc2nc3ccccc3n2C(C)c2nc3ccccc3[nH]2)cc(OC)c1 (configuration not stated)
 : .	7	-1	5	1	1	.	.
> C[C@@H](NC(=O)C[C@H]1CC[C@@H](NC(=O)C2CCC2)[C@@H](CO)O1)c1ccccc1
 : -1	-10	-2	-8	4	.	54	.
> COc1ccc([C@H]2CC(=O)C=C(c3ccccc3)C2)cc1OC
 : -25	-30	-1	-5	12	-4	-1	0
> O=C(COC(=O)CNC(=O)c1ccccc1F)Nc1cccnc1Cl
 : -10	?	2	-5	1	2	.	-1
> CC1CCCN(c2nc(NCc3ccco3)nc(N)c2[N+](=O)[O-])C1 (configuration not stated)
 : .	-31	4	19	9	2	.	.
> Nc1nonc1-c1nc2ccccc2n1CC(=O)N/N=C/c1ccc(-c2cccc(C(=O)O)c2)o1
 : 2	-78	20	-11	-9	-5	.	.
> CO[C@@H]1CN(C)C(=O)c2ccc(NC(=O)C3CC3)cc2OC[C@H](C)N(Cc2cncnc2)C[C@H]1C
 : 2	0	.	.	-3	6	.	10[16.7 µM]
> Cn1nc(C(=O)OCC(=O)c2ccc(Cl)cc2)c2ccccc2c1=O
 : -8	-9	-3	.	-11	-2	1	3
> CO[C@@H]1CN(C)C(=O)c2cc(NC(=O)NC(C)C)ccc2OC[C@H](C)N(Cc2cncnc2)C[C@@H]1C
 : 2	-1	.	-6	-2	-2	0	-11[16.7 µM]
> O=C(Cn1c(C(=O)NCC2CCCO2)cc2sccc21)c1ccccc1 (configuration not stated)
 : -21	.	0	.	1	.	-1	-20
> CCOc1ccc(NC(=O)CC2C(=O)N(CC)C(=S)N2CCNC(C)=O)cc1 (configuration not stated)
 : 3	12	.	.	.	.	0	-9
> CCOC(=O)[C@]12CCCC=C1N(Cc1cccc3ccccc13)C(=O)[C@H](CC(=O)NCCCN1CCCC1=O)C2
 : .	1	0	-2	0	12	.	.
> CC(Sc1cccc[n+]1[O-])C(=O)Nc1ccc(Oc2ccccc2)cc1 (configuration not stated)
 : .	.	1	0	4	5	0	4
> FC(F)(F)c1cc(Cl)c2nnc(-c3ccccn3)n2c1
 : 8	-21	-1	-4	1	0	-3	-1
> CNS(=O)(=O)c1ccc(NCC2COc3ccccc3O2)c([N+](=O)[O-])c1 (configuration not stated)
 : 6	8	.	-8	.	0	-2	1
> COC(=O)c1c(NC(=O)C2C3C=CC(CC3)C2C(=O)O)sc(C)c1C (configuration not stated)
 : .	24	.	-8	.	0	-4	5
> Cc1nc2ccc(NC(=O)Cc3ccc(Br)cc3)cc2s1
 : -3	-8	-1	-6	-14	-3	.	.

Additional entries follow.
Each structure is followed by: PGC1a acetyl inh	LGR2 antag	CASP6 VEID inh	PAX8 reporter	EWS-Fli inh	FN deposit inh	Cneo AK release	miR122 inh
> COc1ccc(NC(=O)N(C)C[C@H]2OCCCC[C@H](C)Oc3ccc(N(C)C)cc3C(=O)N([C@H](C)CO)C[C@H]2C)cc1
 : -20	12	-1	-1	0	.	-5	-7[16.7 µM]
> CCOc1ccc(NC(=S)N2c3ccccc3CC2C)cc1 (configuration not stated)
 : 3	-6	-3	-6	1	-5	.	.
> Cc1c(C(=O)NCc2ccc(Cl)c(Cl)c2)sc(=O)n1Cc1ccc(C(=O)N(C)C)cc1
 : .	9	1	38	17	16	-1	.
> O=C(Cc1ccccc1)N1CC(=O)N2[C@H](CO)[C@H](c3ccc(Br)cc3)[C@H]2C1
 : 1	3	-1	.	-3	.	.	.

No new results follow: entries from further up.
Each structure is followed by: PGC1a acetyl inh	LGR2 antag	CASP6 VEID inh	PAX8 reporter	EWS-Fli inh	FN deposit inh	Cneo AK release	miR122 inh
> Cc1nc2ccc(NC(=O)Cc3ccc(Br)cc3)cc2s1
 : -3	-8	-1	-6	-14	-3	.	.
> COc1ccc(NC(=O)N(C)C[C@H]2OCCCC[C@H](C)Oc3ccc(N(C)C)cc3C(=O)N([C@H](C)CO)C[C@H]2C)cc1
 : -20	12	-1	-1	0	.	-5	-7[16.7 µM]

Assay outcomes from PubChem.
